# ATXN2 expr inh = ATXN2 expression inhibition | HEK-293 ATXN2-luciferase reporter, luminescence, 24 h | Potency, µM (doses to about 57 µM), for the others: at the top dose activity change, negative = inhibition, hits mostly inhibitors | 0.72% of 360,000 active | AID 1745845; note: potency is the fitted concentration of half-maximal effect; % is set by controls: 0 for no effect and ±100 for the full control effect; nearly all actives have a fitted effect of over 55% in size
#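 ATXN2-luciferase reporter cells (luciferase flanked by upstream and downstream ATXN2 gene portions) were treated 24 h at 37 °C with compounds at up to 57 uM. SteadyGlo luminescence gave expression; GF-AFC fluorescence gave viability.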
# KB-3-1 cytotox = kills parental KB-3-1 adenocarcinoma cells; KB-3-1 viability, CellTiter-Glo ATP luminescence, 72 h; AID 1347075; Potency, µM (titrated, usually from 46.1 µM), for inactives: at the highest dose activity change, negative = cytotoxic, usual class: cytotoxic; 1.4% of 400,000 active; note: potency is the fitted concentration of half-maximal effect; % is set by controls: 0 for no effect and ±100 for the full control effect; nearly all actives have a fitted effect of over 60% in size
#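 72 h, 37 °C compound treatment of KB-3-1 parental cells; CellTiter-Glo added, 10 min, luminescence read. Data corrected against DMSO-only plates and normalized before curve fitting.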
# HT1080 IDH1KD tx = toxicity to HT-1080 IDH1 knockdown cells (counter line). HT-1080 IDH1 knockdown viability, ATP luminescence, 48 h. Potency, µM (series often up to 46.1 µM), for the others: top-dose activity, negative = toxicity, hits mostly cytotoxic. 2% of 360,000 active. AID 686971;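 note: potency is the fitted concentration of half-maximal effect; 0% = DMSO wells and -100% = cell-free medium wells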
#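 HT-1080-IDH1KD cells (IDH1 knocked down), 750/well in RPMI with 5% FBS, treated with compound 48 h at 37 degrees C. Viability by CellTiter-Glo luminescence, normalised to DMSO and no-cell wells; concentration-response curves classed.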
# SW480 rerep = induces DNA re-replication in SW480 colon adenocarcinoma cells. SW480 DNA re-replication, Hoechst DNA content imaging, 48 h. Potency, µM (series often up to 46.1 µM), inactives show at the highest dose re-replication activation, actives largely listed as activators. 1.8% of 340,000 active; note: potency is the fitted concentration of half-maximal effect; % of control where 0% means no effect; nearly all actives have a fitted effect of over 55% in size
#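 Hoechst fluorescence of nuclei (405 nm excitation, 500-530 nm emission) measured by plate-scanning imager after 48 hr compound exposure at 37 C; re-replication scored as increased number of nuclei with elevated intensity.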
# IL1B secr inh = inhibitors of inflammasome signaling (IL-1 beta secretion) | activity change, % at 57.5 µM | AID 743279 | THP-1 LPS/ATP IL-1B secretion, AlphaLISA, 16 h; active compounds read low | 4.7% of 360,000 active; in the data active = activity change below about -50%; inconclusive = mostly about -30% to -49%; note: % is set by controls: 0 for no effect and ±100 for the full control effect
#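 Secreted IL-1B measured by AlphaLISA bead assay after 16 h compound exposure of THP-1 cells; compounds (final up to 57.5 uM) added 1 h before LPS (250 ng/mL) and ATP (1.25 mM) stimulation; lower signal means less secretion.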
# MCF10A rereplic = DNA re-replication induction in MCF 10a cells; MCF 10A DNA re-replication, Hoechst nuclear intensity, 48 h; Potency, µM (doses to about 46.1 µM), for inactives: at the top dose activity, positive = re-replication, hits mostly activators; 2.9% of 350,000 active; note: potency is the fitted concentration of half-maximal effect; % of control where 0% means no effect; nearly all actives have a fitted effect of over 50% in size
# S2 tox = reduces viability in counter-screen for ATXN expression inhibitors | S2 cells (HEK-293 line with an ATXN2-luciferase reporter) viability, CellTiter-Fluor protease fluorescence, 24 h | Potency, µM (doses to about 56.7 µM), usual class: cytotoxic | 0.49% of 400,000 active | AID 651635; note: potency is the fitted concentration of half-maximal effect; nearly all actives have a fitted effect of over 40% in size
# HT1080-NT tox = kills 2HG-producing HT-1080-NT fibrosarcoma cells. AID 686970. HT-1080-NT fibrosarcoma viability, CellTiter-Glo ATP luminescence, 48 h. 1.6% of 360,000 active. Potency, µM (top dose mostly 46.1 µM), without a hit: at the top dose activity, negative = less viability, usual class: cytotoxic;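 note: NT is the 2HG producing partner of a matched IDH1 knockdown line; potency is the fitted concentration of half-maximal effect; 0% = DMSO-treated cells and -100% = media-only wells without cells; nearly all actives have a fitted effect of over 55% in size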
#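 Compounds were tested in concentration-response format on HT-1080-NT cells for 48 hours at 37 degrees C. Cell viability came from CellTiter-Glo luminescence; curves were classified by r2, response magnitude and activity.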
# KB-V1 cytotox = KB-V1 MDR subline cytotoxicity; KB-V1 MDR cells viability, CellTiter-Glo, 72 h; Potency, µM (series often up to 46.1 µM), inactives show top-dose activity change, negative = cytotoxicity, hits mostly cytotoxic; 3.4% of 400,000 active; note: potency is the fitted concentration of half-maximal effect; % is set by controls: 0 for no effect and ±100 for the full control effect; nearly all actives have a fitted effect of over 60% in size
#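 KB-V1 cells (P-gp-expressing MDR subline of KB-3-1) in phenol-red-free DMEM with 10% FBS were exposed to library compounds over a concentration series for 72 h at 37 degrees C. Viability read by CellTiter-Glo luminescence; concentration-effect curves fitted after normalization.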
# The depositor's hits bear a star; i = inactive; ? = inconclusive; / = no result given; [ ] = remark or other dose. Unless noted, calls come from the whole dose curve; as a rule, active = well fitted curve in the direction sought with a large enough effect; inconclusive = small, poorly fitted or top-dose-only effect, or another doubt; inactive = no such curve, though single readings can be large; an effect the other way counts as inactive or inconclusive.
# The line under a structure holds: ATXN2 expr inh	KB-3-1 cytotox	HT1080 IDH1KD tx	SW480 rerep	IL1B secr inh	MCF10A rereplic	S2 tox	HT1080-NT tox	KB-V1 cytotox
COc1ccc(NC(=O)Cc2nnc(SCC(=O)c3ccccc3)n2C)cc1
→ -11%	1%	0%	-9%	21	1%	i	-1%	-7%
C/C(=N\NC(=O)c1ccc(NS(=O)(=O)c2cccs2)cc1)c1ccc(O)cc1O
→ -64%	?	23µM*	?	165	?	i	?	-10%
COc1ccc(Cc2nnc(NC(=O)c3ccc(OC)c(OC)c3)s2)cc1OC
→ -16%	-5%	?	5%	-4	3%	i	?	5%
COc1ccc(S(=O)(=O)n2nc(C)c(S(=O)(=O)N3CCOCC3)c2C)cc1
→ -6%	-26%	4%	0%	7	7%	i	8%	0%
COc1ccc(Cc2nc(-c3ccncc3)no2)cc1
→ /	2%	-4%	-2%	19	-1%	i	-5%	-12%
Cc1ccc(S(=O)(=O)Nc2ccccc2C(=O)N2CCCCC2C)c(C)c1NS(C)(=O)=O (centres undefined)
→ 3%	17%	-9%	-24%	3	-35%[inhibitor]	i	-5%	?
CC1SC(C)C(=O)N(CC(=O)NCc2ccc(F)cc2)C1=O (centres undefined)
→ 33%	12%	22%	6%	-8	7%	i	18%	?
Cc1ccc(S(=O)(=O)N(C)CC(=O)N2CCN(C(=O)c3ccco3)CC2)cc1
→ 15%	9%	17%	-5%	-2	-1%	i	11%	-3%
O=C(Nc1ccccc1C(=O)O)c1cccc(N2C(=O)c3ccccc3C2=O)c1
→ 1%	?	16%	?	14	-42%[inhibitor]	i	20%	2%
O=C(Nc1ccc2c(c1)COC2=O)c1ccc(Cl)c(Cl)c1
→ 29%	13%	7%	-5%	-14	3%	i	21%	4%
Cc1cccc(NS(=O)(=O)c2cc([N+](=O)[O-])ccc2C)n1
→ -14%	4%	-1%	?	17	0%	i	-4%	2%
CN(Cc1nccs1)C(=O)C1CCC(=O)N(CCc2ccc(Cl)cc2)C1 (centres undefined)
→ -4%	0%	17%	18%	-6	0%	i	14%	-3%
Cc1cc(C)c(NC(=O)C2=CCN(S(=O)(=O)c3ccc(F)cc3)CC2)c(C)c1
→ 6%	3%	-1%	-3%	-5	21%	i	0%	29%
Cc1ccc(CNC(=O)c2oc3ccc(S(=O)(=O)N4CCCC(C)C4)cc3c2C)cc1 (centres undefined)
→ -16%	-9%	/	/	/	/	i	/	-24%
Cn1c(=N)n(CC(=O)c2cccs2)c2ccccc21
→ 36%[activator]	17%	0%	-5%	6	-13%	i	-6%	0%
Cc1ccccc1NC(=O)c1ccccc1
→ 4%	0%	7%	-6%	8	2%	i	30%	13%
Cc1ccc(N2C(=O)CC(C)(C)CC2=O)cc1Cl
→ -7%	27%	22%	-5%	8	?	?	3%	-15%
COc1ccc(CC(=O)Nc2ccc(-c3ccc4nnc(C)n4n3)cc2)cc1OC
→ 65%[activator]	-28%	-7%	-3%	-23	16%	i	1%	-1%
C/C(=N/N=C1\SCC(=O)N1c1ccccc1)c1ccc(C)cc1
→ 9%	-17%	29%	-8%	/	3%	i	10%	-4%
COCCCNC(=O)CSc1nc2cc3c(cc2c(=O)n1CCCC(=O)NCc1ccc(OC)cc1)OCO3
→ -20%	3%	9%	0%	9	-2%	i	5%	-3%
COc1cc(C(=O)N2CCN(CCc3ccccn3)CC2)cc(OC)c1OC
→ -1%	17%	/	/	/	/	i	/	4%
COc1ccccc1NCC(=O)N/N=C(\C)c1ccc(Br)s1
→ -29%	-14%	-3%	1%	-11	8%	i	2%	1%
CCn1c(=O)c2c3c(sc2n(C)c1=O)CCC3
→ 6%	27%	4%	-7%	6	26%	i	5%	?
COC(=O)c1ccc(COc2cccc(C)c2C)cc1
→ -3%	1%	22%	-3%	-10	1%	i	20%	-8%
CSCCC(NC(=O)COc1ccccc1)C(=O)N1CCCC(C)C1 (centres undefined)
→ -9%	0%	-1%	0%	-17	-1%	i	4%	-16%
Cc1sc(NC(=O)c2ccccc2)c(C(c2ccccn2)N2CCN(CCO)CC2)c1C (centres undefined)
→ -15%	13%	-28%	-7%	-12	2%	i	-23%	-34%
Cc1ccccc1CC(=O)NC1CCCc2ccccc21 (centres undefined)
→ 6%	12%	6%	4%	-6	-8%	i	-2%	0%
COc1ccc(C(=O)Nc2ccc3ccccc3n2)c(OC)c1OC
→ -64%	14%	11%	4%	-76*	23%	i	8%	-9%
COc1ccc(-c2nc3n(c(=O)c2C#N)CCS3)cc1
→ -20%	0%	-1%	0%	-12	18%	i	13%	-4%
CCc1nnc2c(N(C)C)nc3ccccc3n12
→ /	0%	-3%	-1%	-18	6%	?	-3%	-3%
CCNc1nc(Oc2ccc(Cl)cc2Cl)cc(C(F)(F)F)n1
→ /	0%	-19%	-6%	7	?	/	-6%	1%
CCOC(=O)c1nn(C)c(=S)n(C)c1=O
→ 4%	?	2%	2%	24	-1%	i	-2%	-2%
Cc1c(C)c2ccc(OC(C)C(=O)NCCN3CCOCC3)c(C)c2oc1=O (centres undefined)
→ 12%	22%	0%	?	-19	-1%	i	-1%	25%
COc1ccc(CCNC(=O)CCn2c(=O)c3ccccc3n(CC(=O)Nc3ccc(C)cc3C)c2=O)cc1OC
→ 1%	4%	/	/	/	/	i	/	3%
COc1ccc(N(CC(=O)Nc2ccc3c(c2)OCCO3)S(=O)(=O)c2c(C)nn(C)c2C)cc1
→ -9%	4%	1%	0%	-2	-4%	i	2%	-18%
NC(=O)c1ccc(Oc2ncc(C(F)(F)F)cc2Cl)cc1
→ 0%	-5%	7%	7%	-5	2%	i	11%	-10%
COc1cccc(-c2nc3ccccc3c(=O)n2NC(=O)c2cccnc2Cl)c1
→ /	6%	6%	-6%	6	-9%	i	11%	11%
Cc1cc(C(=O)OC(C)C(=O)Nc2cccc(Cl)c2)on1 (centres undefined)
→ -5%	5%	5%	-34%[inhibitor]	3	6%	i	11%	?
CCCC(C(=O)NC1CCCC1)N(Cc1ccc(F)cc1)C(=O)c1snc(C(N)=O)c1N (centres undefined)
→ -8%	-7%	-13%	0%	10	-1%	i	-17%	-2%
COc1ccc(N(C)S(=O)(=O)c2c(C)[nH]c(=O)[nH]c2=O)cc1
→ -3%	-6%	-3%	?	-1	-194%[0.0737 µM]	i	1%	-2%
O=C(CSc1nc(C(F)(F)F)cc(=O)[nH]1)Nc1ccc2c(c1)OCCO2
→ 6%	?	-1%	-1%	16	-3%	i	6%	64%
CC1=N/C(=C\c2ccccc2Cl)C(=O)O1
→ -6%	-1%	1%	-9%	-11	-2%	i	1%	?
N#CCCN(C(=O)COC(=O)CNS(=O)(=O)c1ccc2ccccc2c1)c1ccccc1
→ 1%	-4%	3%	-35%[inhibitor]	12	6%	i	-1%	0%
CCOCCn1c(CN2CCN(CC)CC2)nc2c1c(=O)n(C)c(=O)n2C
→ 14%	-2%	-1%	-13%	-18	-11%	i	0%	-28%
COc1cc(O)c(C(CC(=O)N2CCOCC2)c2cc(OC)c(OC)c(OC)c2)c(OC)c1 (centres undefined)
→ 0%	12%	10%	-13%	13	12%	i	13%	0%
O=C(/C=C/c1ccccc1)Nc1cccc(C(=O)NCCCCc2ccccc2)c1
→ 8%	0%	0%	2%	22	?	?	-4%	0%
CC1=NN(C(=O)c2cccc(Cn3nc(C)c([N+](=O)[O-])c3C)c2)C(O)(C(F)(F)F)C1 (centres undefined)
→ -14%	-2%	5µM*	?	15	5.8µM*	i	7.9µM*	?
COc1ccc2cc(/C(C)=N/NC(=O)C3CC3)ccc2c1
→ 26%	-15%	12%	1%	4	6%	i	4%	2%
Cc1ccc(CCNC(=O)CN2C(=O)COc3ccc(S(=O)(=O)N4CCOCC4)cc32)cc1
→ 11%	0%	11%	4%	4	-2%	i	11%	4%
Cn1c(-c2ccccc2)c(C=O)c2ccccc21
→ 11%	6%	-2%	0%	-2	18%	i	9%	?
O=C(CO/N=C/c1ccccc1OC(F)F)NCc1cccs1
→ 4%	2%	-1%	?	38	25%	i	-1%	-26%

# Screening data: PubChem, National Center for Advancing Translational Sciences (NCATS)
